Screening data deposited in PubChem BioAssay by several laboratories.
dFosB activator = activators of delta FosB homodimer, primary screen, biochemical, fluorescence polarization, TAMRA-CDK5 oligo, single point. Protein FosB (Mus musculus), P13346. purified delta FosB; percent of positive-control signal above neutral wells. activation, % at 25 µM. 340,000 compounds, 0.99% hits. AID 493131, 2011;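 active = mean activation above about 17%, with every replicate also reaching it, limit read from the data, passing the limit was not always enough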;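 also: fluorescence polarization rise as delta FosB binds a TAMRA Cdk5 AP-1 oligo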
Target sequence (P13346 whole entry, looked up): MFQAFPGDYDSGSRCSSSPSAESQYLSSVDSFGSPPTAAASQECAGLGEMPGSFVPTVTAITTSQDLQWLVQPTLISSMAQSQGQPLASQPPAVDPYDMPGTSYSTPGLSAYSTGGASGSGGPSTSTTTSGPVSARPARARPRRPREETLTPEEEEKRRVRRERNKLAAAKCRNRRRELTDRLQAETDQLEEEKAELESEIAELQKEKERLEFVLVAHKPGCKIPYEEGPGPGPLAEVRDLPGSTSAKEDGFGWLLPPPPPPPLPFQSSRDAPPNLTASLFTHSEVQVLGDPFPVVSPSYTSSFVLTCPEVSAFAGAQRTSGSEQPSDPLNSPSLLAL
CDK5 inh = inhibitors of human CDK5/p35 kinase, primary screen, biochemical, single concentration; Cyclin-dependent kinase 5 (Homo sapiens) + Cyclin-dependent kinase 5 activator 1 (Homo …; Recombinant CDK5/p35, ADP-Glo luminescence, 60 min; inhibition, % at 10 µM; 330,000 compounds, 0.01% hits; AID 488839, 2010;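 active = highest replicate inhibition of at least 50% and at least 75% of replicates reaching 50%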;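 also: plate controls were DMSO neutral control for no effect and GW8510 at 10 µM for full effect; many of its hits are not listed in these tables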
SR-BI HDL uptake = inhibitors of SR-BI mediated HDL lipid uptake, primary screen, ldlA[mSR-BI] cells, fluorescence, single point | 320,000 compounds, 0.96% hits | ldlA[mSR-BI] CHO cells, DiI-HDL uptake fluorescence, 3 h | inhibition, % at 12.5 µM | Scavenger receptor class B member 1 (Mus musculus), Q61009;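 active = mean replicate inhibition of at least 70% and a set share of replicates each scoring 70 or more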;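 also: 0% = median of neutral control wells and 100% = median of positive control wells; values of inactives mirror those of a sister screen read the other way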
Rtt109 Vps75 = inhibitors of C. albicans Rtt109/Vps75 HAT, primary screen, biochemical, ThioGlo CoA-SH fluorescence, plate reader | Histone acetyltransferase RTT109 (Candida albicans (strain SC5314 / ATCC MYA-2876)), … | purified Rtt109/Vps75, 4 h | inhibition, % at 34.9 µM | 330,000 compounds, 0.16% hits | AID 540336, 2011;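 active = inhibition of at least 50% in every replicate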
Target sequence (Q5AAJ8 whole entry, looked up): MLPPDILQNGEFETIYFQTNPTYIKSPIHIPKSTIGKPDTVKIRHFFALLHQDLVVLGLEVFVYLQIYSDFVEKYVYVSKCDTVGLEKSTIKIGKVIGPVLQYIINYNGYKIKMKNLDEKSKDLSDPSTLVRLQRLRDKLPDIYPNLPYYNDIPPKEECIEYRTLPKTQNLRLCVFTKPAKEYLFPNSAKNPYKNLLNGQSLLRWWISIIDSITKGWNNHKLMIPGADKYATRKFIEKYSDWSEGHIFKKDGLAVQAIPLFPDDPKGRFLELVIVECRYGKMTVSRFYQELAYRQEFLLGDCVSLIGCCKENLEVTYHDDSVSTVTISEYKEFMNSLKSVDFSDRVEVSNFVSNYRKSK
SR-BI uptake up = activators of SR-BI mediated DiI-HDL uptake, primary screen, ldlA[mSR-BI] CHO cells, DiI fluorescence; 3 h; 100 = double the neutral-control signal; activation, % at 12.5 µM; AID 504775, 2011; 320,000 compounds, 0.096% hits;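 active = mean replicate activation of at least 60% and every replicate at or above 60%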;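 also: 0% = median plate neutral-control signal and 100% = twice that signal; values of inactives mirror those of a sister screen read the other way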
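Material – SR-BI-overexpressing, LDLR-lacking CHO cells · Medium – BSA-supplemented, HEPES-buffered Ham's F12, pH 7.4 · Doses – single concentration · Times – compound with DiI-HDL co-incubation, 3 h at 37 °C · Measured by – bottom-read fluorescence, 550/595 nm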
PvdQ acylase = P. aeruginosa PvdQ acylase inhibitors, primary screen, biochemical, fluorescence, plate reader and imaging, single point; PvdQ acylase [Pseudomonas aeruginosa LESB58]; purified PvdQ acylase; inhibition, % at 10 µM; 340,000 compounds, 0.063% hits; AID 488965, 2010; in the data active = inhibition above about 30%, passing the limit was not always enough;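 also: 0% = vehicle neutral wells and 100% = reference inhibitor wells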
Wnt bcat act = Wnt/beta-catenin pathway activators, primary screen, cell-based, plate reader, single point. 300,000 compounds, 1.2% hits. Wnt/beta-catenin reporter cell assay, activator. activation, % at 9.35 µM; in the data active = activation above about 30%, passing the limit was not always enough;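 also: 0% = neutral control wells and 100% = positive control wells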
HTR5A ag ctr = HTR5A agonists in luminescence cell assay, primary screen, counter-screen for OPRM1-OPRD1 heterodimer agonist project, full-deck HTS; activation, % at 9.3 µM; 5-hydroxytryptamine receptor 5A (Homo sapiens), P47898; 340,000 compounds, 0.61% hits; cell-based; in the data active = activation mostly above about 9.5%, no sharp cut-off; inactive = mostly below about 7.6%;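 also: 0% = cells with vehicle only and 100% = reference agonist; strong numbers were not always called active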
Target sequence (P47898 whole entry, looked up): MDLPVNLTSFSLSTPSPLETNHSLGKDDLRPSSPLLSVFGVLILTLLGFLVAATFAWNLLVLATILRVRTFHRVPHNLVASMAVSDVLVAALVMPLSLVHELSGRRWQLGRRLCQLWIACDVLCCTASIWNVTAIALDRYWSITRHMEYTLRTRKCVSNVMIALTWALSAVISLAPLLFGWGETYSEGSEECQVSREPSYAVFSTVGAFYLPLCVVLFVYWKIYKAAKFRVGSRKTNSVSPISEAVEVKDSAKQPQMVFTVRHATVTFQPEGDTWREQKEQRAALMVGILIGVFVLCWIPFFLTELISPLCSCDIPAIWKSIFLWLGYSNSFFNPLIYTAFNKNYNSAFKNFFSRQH
RTF Ca sens act = cardiac RTF calcium sensitivity activators, primary screen, biochemical, IANBD-TnC fluorescence, EC20 calcium; Troponin I, cardiac muscle (Homo sapiens) + Troponin T, cardiac muscle (Homo sapiens) + …; IANBD-labeled TnC RTF fluorescence at EC20 calcium; 0% EC20 calcium, 100% full calcium; activation, % at 7.2 µM; 340,000 compounds, 0.24% hits; AID 493008, 2010;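 active = activation above the mean over all tested compounds plus 3 SD, cut at about 30% in these data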;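 also: rise in fluorescence read as greater calcium sensitivity of cardiac thin filaments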
MITF TRPM1 HTS = activators of MITF-driven TRPM1 promoter reporter, primary screen, cell-based, SK-MEL-5, luciferase, single point. SK-MEL-5 TRPM1-promoter luciferase, 24 h; % of positive control, neutral wells = 0. activation, % at 12.5 µM. 300,000 compounds, 0.75% hits. AID 588334, 2011;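 active = mean activation of at least 80% with every replicate also reaching 80%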;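 also: 0% = neutral control wells and 100% = parthenolide positive control wells; values of inactives mirror those of a sister screen read the other way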
An asterisk follows results filed as active; x = no result given. An unsorted share of the library (roughly 4.4% active in at least one column).

smiles,dFosB activator,CDK5 inh,SR-BI HDL uptake,Rtt109 Vps75,SR-BI uptake up,PvdQ acylase,Wnt bcat act,HTR5A ag ctr,RTF Ca sens act,MITF TRPM1 HTS
O=C(NCc1ccc(Cl)cc1)c1cc2c(nc3sccn32)s1,-11,-0.3,-1,10,1,4,x,1,-12,x
CCCC(=O)NCCc1nc2ccccc2n1CCC,-1,-0.7,-9,1,9,-11,0,0,5,-11
O=C(c1ccccc1Nc1ccc(SC(F)F)cc1)N1CCCCC1,-4,0.7,-3,0,3,3,x,-1,16,x
CCOc1ccc(N(CC(=O)Nc2ccc(OC)cc2)C2=NC3CS(=O)(=O)CC3S2)cc1 (stereo unspecified),0,-1.4,10,-3,-10,-5,-2,1,-3,x
C#CCOc1ccc(/C=N/O)cc1Cl,2,3.4,-84,-4,84*,4,x,1,-2,17
COc1ccccc1NC(=O)CCCn1c(=S)[nH]c2ccccc2c1=O,0,-5.6,-4,-3,4,-25,-1,-1,3,-5
CC(C)NC(=O)Nc1ccc2c(c1)C(=O)N([C@H](C)CO)C[C@H](C)[C@@H](CN(C)C(=O)Nc1ccccc1)O2,-7,-1.1,3,7,-3,-10,2,0,-5,7
CCOc1ccc(NC(=O)CN(C)C(=O)c2ccc(N3CCCCCC3)c([N+](=O)[O-])c2)cc1OCC,-20,-2.2,86*,15,-86,-4,10,1,-22,3
CCN(CC(=O)Nc1ccccc1C(F)(F)F)C(=O)c1cc(S(=O)(=O)N(C)C)ccc1N1CCCC1,-9,0.2,-14,-6,14,-13,18,2,5,8
Brc1ccc2c(c1)CN1CCCC1=N2,1,-0.5,-2,5,2,-6,2,-1,10,-11
O=C(CN1C(=O)NC2(CCCCC2)C1=O)NCCc1c[nH]c2ccccc12,-13,0.2,-10,-1,10,-11,-1,4,0,-7
O=c1[nH]c(C2CCN(S(=O)(=O)c3ccccc3)CC2)nc2c1nnn2Cc1ccc2c(c1)OCCO2,-10,-5.6,-20,1,20,-20,-3,-2,-5,-3
CC1(C(=O)c2ccccc2)C2c3c(ccc4ccccc34)OC(=O)C21C(=O)N1CCOCC1 (stereo unspecified),-6,-0.4,4,0,-4,-4,x,-6,2,3
CNc1c([N+](=O)[O-])cnn1-c1ccccn1,-3,-0.2,-30,4,30,0,-15,-1,3,-2
CCOC(=O)c1c(C)[nH]c(C(C)=NNC(=O)Cn2nc(C)cc2C)c1C,-13,1.1,27,-2,-27,-11,0,0,4,0
CC(=O)Nc1ccc(NC(=O)c2cccc3ccccc23)cc1,-4,0.4,7,2,-7,-2,0,3,-5,13
Brc1ccc(OCCCCCN2CCOCC2)cc1,-3,0.3,-3,14,3,-16,-1,5,0,17
O=C(CN1CCC(NC(=O)c2ccccc2F)CC1)Nc1ccc2c(c1)OCO2,2,0.6,-19,x,19,-4,-3,1,-5,-8
Cc1c(C)c2cc(Cl)c(OCC(=O)NC3CC(C)(C)NC(C)(C)C3)cc2oc1=O,-10,0.9,1,-2,-1,-6,1,6,3,13
NC(=S)NNC(=O)C12CC3CC(CC(C3)C1)C2,-3,0.9,-47,5,47,9,-6,-5,-1,6
Cc1cc(C)nc(SCC(=O)c2ccc(O)cc2O)n1,-6,0.1,4,-4,-4,-4,0,6,0,x
COc1cc(C(=O)Nc2ccc(NC(=O)C3CCCCC3)nc2)cc(OC)c1OC,-6,-0.3,46,-10,-46,-5,2,-2,4,11
O=C(CCN1C(=O)C2C3C=CC(C3)C2C1=O)N1CCN(c2ccc([N+](=O)[O-])cc2)CC1 (stereo unspecified),-3,-0.8,14,25,-14,7,-2,3,-3,-13
O=C(OC1CCCCC1)c1ccc(NC(=O)c2ccco2)cc1,-23,0.3,x,7,x,-2,-3,3,-1,55
O=C(Cn1cnc2c(oc3ccccc32)c1=O)N1CCCC1,0,-0.4,-29,-12,29,-3,11,-1,11,-12
CC(C)=CCc1c2c(c3occ(-c4ccc(O)c(O)c4)c(=O)c3c1O)C=CC(C)(C)O2,-21,4.1,131*,9,-131,-6,-3,1,-1,2
CS(=O)(=O)N(CC(=O)N1CCOCC1)c1cccc(Cl)c1Cl,-4,0.3,-28,-5,28,-4,-2,-2,3,-14
Cc1ccc(S(=O)(=O)N2CCC(C(=O)OCc3ccc([N+](=O)[O-])cc3)CC2)cc1,-4,-0.7,-2,0,2,2,-3,-3,-4,-4
CCC(Oc1ccccc1)C(=O)N1CCN(CC)CC1 (stereo unspecified),-1,-0.4,16,5,-16,-9,4,2,10,-2
O=C(O)c1ccccc1Oc1ccc(Oc2ccccc2)cc1,-4,1.5,-16,0,16,-11,0,-1,-3,-3
CCCc1cc(=O)oc2cc(C)cc(OCC(=O)NC3CCN(Cc4ccccc4)CC3)c12,-19,0.9,1,-5,-1,0,-2,2,-6,7
COc1ccc(OCCC(=O)OCC(=O)NC2CCCCCCC2)cc1,-10,0.5,-17,5,17,-25,-1,1,8,-5
Cc1cccc(C(=O)O/N=C/c2c(Cl)n(C)c3ccccc23)c1,8,0.2,15,4,-15,-6,-2,3,-4,7
CCn1c(=O)c(C(=O)NNS(=O)(=O)c2ccc(Br)cc2)c(O)c2ccccc21,-12,1.7,-17,21,17,3,-3,2,-2,2
O=C(CN1C(=O)S/C(=C/C=C/c2ccccc2)C1=O)Nc1ccc(C(=O)O)cc1,-11,0.8,-4,1,4,-7,11,5,-6,5
COCCNC(=O)CN1C(=O)COc2ccc(S(=O)(=O)N3CC(C)CC(C)C3)cc21 (stereo unspecified),2,1.3,-2,-9,2,-14,-2,-6,3,-8
COCC(=O)Nc1nnc(Cc2ccc(OC)c(OC)c2)s1,3,0.0,-43,2,43,-16,x,2,5,x
CCOc1ccc(NC(=O)c2cnc3scc(C)n3c2=O)cc1,1,-0.2,-10,-6,14,-9,2,0,1,x
CCOc1ccc2nc(NC(=O)CC3Oc4ccccc4NC3=O)sc2c1 (stereo unspecified),29*,1.4,x,-2,x,-13,-4,1,0,17
CC(C)CCN(C(=O)c1csnn1)C(C(=O)NC1CCCC1)c1ccc(F)cc1 (stereo unspecified),-13,-0.9,-8,11,8,12,2,3,-1,-1
Cc1cccc(C)c1Nc1nnc(SCC(=O)NCc2cccs2)s1,-12,0.6,20,1,-20,-3,x,-1,2,5
NC(=O)C[n+]1cccc(C(=O)Nc2ccccc2)c1,4,1.3,-12,2,12,19,-4,0,-5,x
Cc1cc(C(=O)CSc2nc3ccccc3n2C)c(C)n1C,6,0.3,39,-3,-39,-12,x,4,-2,13
Cc1cccc(C(=O)N2CCN=C2SCc2ccc([N+](=O)[O-])cc2)c1,-2,0.7,4,10,-4,-8,2,2,-1,-1
O=P(OC1CCS(=O)(=O)C1)(c1ccccc1)c1ccccc1 (stereo unspecified),0,0.4,-15,-4,15,-12,1,-2,4,x
Cc1cc(C)n(-c2nncn2NC(=O)c2ccc(Cl)cc2O)n1,8,0.4,-25,11,25,-8,-6,4,4,-2
CC(C)C(=O)N1CCN(c2nc3ccc(Cl)cc3s2)CC1,0,-3.0,-8,-1,8,-22,16,1,0,63
CC(=O)N[C@H]1[C@H](Oc2ccc3c(c2)CCC2C3CC[C@]3(C)C(=O)CCC23)O[C@H](CO)[C@@H](O)[C@@H]1O (stereo partly specified),2,0.9,-3,1,3,-3,-1,2,0,4
Cc1nc(NC(=O)c2ccccc2)sc1C1(C)CC(c2ccccc2F)=NO1 (stereo unspecified),-5,0.2,42,-5,-42,6,16,3,-1,24
COC(=O)c1ccc(NC(=O)c2ccc(C)cc2)o1,-7,-1.5,10,-1,-10,-14,x,2,-2,27
CCCC(=O)NC(C)C(c1cccs1)N1CCN(c2ccccc2)CC1 (stereo unspecified),-9,-1.1,-4,-10,4,-9,x,2,-8,7
Cc1ccc(C(=O)NCc2ccc(N3CCN(C)CC3)cc2)cc1C,0,0.7,3,5,-3,-3,0,0,3,x
Cc1ccc(SCCNC(=O)c2ccc(C)c(S(=O)(=O)Nc3cccc(C)c3)c2)cc1,0,-13,19,7,-19,-5,x,11,5,-8
COc1ccccc1-n1c(SCC(=O)Nc2ccc(F)cc2)nc2c(c1=O)SCC2,-10,-3.4,11,-2,-11,-14,-6,9,1,-8
COc1ccc(CCNC(=O)C(=O)NCCC2CCCCN2S(=O)(=O)c2cccs2)cc1 (stereo unspecified),0,1.3,5,9,-5,9,-4,3,-5,-4
Cc1cc(C)c(S(=O)(=O)N2CCN=C2c2ccccc2)c(C)c1,-2,-1.9,11,-2,-11,2,x,-6,0,16
CC(=O)N1CCN(c2ccc(NC(=O)c3ccc4c(c3)OCO4)cc2)CC1,-6,-0.4,-14,5,14,3,7,0,1,x
CCc1ccc(Nc2cnn(C34CC5CC(CC(CC(=O)O)(C5)C3)C4)c(=O)c2Cl)cc1,-1,1.1,-9,12,9,-4,-6,5,1,0
CCOC(=O)[C@@H]1[C@H]2COc3cc(OC)ccc3[C@H]2N2C(=O)N(c3ccc(C(F)(F)F)cc3)C(=O)[C@]12C,5,-0.3,7,0,-7,4,-5,5,0,1
CCn1c2ccccc2c2nnc(SCC(=O)Nc3cc(C)on3)nc21,-1,5.4,-2,4,2,6,x,0,5,-2

The list goes on.
smiles,dFosB activator,CDK5 inh,SR-BI HDL uptake,Rtt109 Vps75,SR-BI uptake up,PvdQ acylase,Wnt bcat act,HTR5A ag ctr,RTF Ca sens act,MITF TRPM1 HTS
Oc1ccccc1CNCCCNCc1ccccc1O,2,2.4,-41,16,41,-2,-4,4,-1,-27
CN(C)S(=O)(=O)c1cccc(-c2nnc(-c3ccccc3)o2)c1,-7,-5.5,20,10,-20,-9,0,7,4,86*
O=C(Cn1cnc2c(cnn2-c2ccc(Cl)cc2)c1=O)NCCc1ccccc1,-1,2.2,-15,-2,15,-15,x,2,2,12
O=C(COc1ccc(Br)cc1Br)NC(=S)N1CCCc2ccccc21,3,5.6,-6,2,6,7,x,6,0,3
